EBI2 antag: EBI2 receptor antagonists, beta-arrestin recruitment, primary screen, cell-based, luminescence, 7a,25-OHC stimulation, uHTS | 7a,25-OHC stimulated | inhibition, % at 5 µM | 360,000 compounds, 0.81% hits | AID 651636, 2012; in the data active means inhibition above about 38%;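 further: enzyme fragment complementation signal reports receptor beta-arrestin coupling in cells; 0% = agonist plus DMSO wells and 100% = wells without agonist; some results beyond the cut were filed as inactive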
Target sequence (P32249 whole entry, looked up, the tested form may be a part): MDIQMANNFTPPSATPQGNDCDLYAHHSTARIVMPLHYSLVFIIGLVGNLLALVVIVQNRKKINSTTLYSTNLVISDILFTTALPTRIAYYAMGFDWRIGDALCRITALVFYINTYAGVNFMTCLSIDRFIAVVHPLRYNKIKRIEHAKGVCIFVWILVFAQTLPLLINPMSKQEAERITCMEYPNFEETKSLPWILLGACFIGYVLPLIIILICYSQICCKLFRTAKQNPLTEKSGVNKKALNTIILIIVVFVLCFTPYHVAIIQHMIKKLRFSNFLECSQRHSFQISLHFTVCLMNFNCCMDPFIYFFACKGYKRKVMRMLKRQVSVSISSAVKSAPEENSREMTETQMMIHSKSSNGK
MPTP block: mitochondrial permeability transition pore inhibitors, primary screen, biochemical, isolated mouse mitochondria, absorbance | Ca2+ swelling absorbance, 30 min | inhibition, % at 10 µM | 360,000 compounds, 1.4% hits;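 active means inhibition of 50% or more, scaled per plate between neutral and stimulator controls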;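 further: 0% = DMSO wells given calcium and 100% = 1 mM EGTA wells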
CXCR6 inh: CXCR6 receptor inhibitors, primary screen, cell-based, beta-arrestin, luminescence, CHO-K1 PathHunter, 1536-well | 360,000 compounds, 0.36% hits | inhibition, % at 20 µM | C-X-C chemokine receptor type 6 (Homo sapiens), O00574; in the data active means inhibition above about 34%, passing the limit was not always enough;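 further: antagonist mode with CXCL16 agonist at 10 nM final; 0% = 10 nM CXCL16 with DMSO and 100% = unstimulated wells without agonist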
Target sequence (O00574 whole entry, looked up): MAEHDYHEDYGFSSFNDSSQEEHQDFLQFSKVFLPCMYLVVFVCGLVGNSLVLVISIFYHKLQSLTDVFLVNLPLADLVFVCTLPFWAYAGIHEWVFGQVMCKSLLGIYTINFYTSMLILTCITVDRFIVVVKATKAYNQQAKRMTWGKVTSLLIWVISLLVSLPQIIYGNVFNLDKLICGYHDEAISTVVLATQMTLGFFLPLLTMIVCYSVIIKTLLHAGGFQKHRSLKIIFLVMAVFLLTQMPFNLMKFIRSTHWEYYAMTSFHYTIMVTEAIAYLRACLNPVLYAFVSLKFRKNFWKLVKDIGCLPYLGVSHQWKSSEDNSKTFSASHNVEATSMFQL
A3G deaminase: APOBEC3G DNA deaminase inhibitors, primary screen, biochemical, fluorescence, single-stranded DNA substrate, uHTS; inhibition, % at 20 µM; 330,000 compounds, 0.28% hits; recombinant A3G, ssDNA deamination FAM/TAMRA fluorescence;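 active means inhibition of at least 40% at 20 µM, with no more than 30% in the related APOBEC3A deaminase screen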;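 further: plate controls were DMSO wells with A3G for no effect and wells lacking A3G enzyme for full effect; some compounds called inactive have numbers as strong as hits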
Target sequence (Q9HC16 whole entry, looked up): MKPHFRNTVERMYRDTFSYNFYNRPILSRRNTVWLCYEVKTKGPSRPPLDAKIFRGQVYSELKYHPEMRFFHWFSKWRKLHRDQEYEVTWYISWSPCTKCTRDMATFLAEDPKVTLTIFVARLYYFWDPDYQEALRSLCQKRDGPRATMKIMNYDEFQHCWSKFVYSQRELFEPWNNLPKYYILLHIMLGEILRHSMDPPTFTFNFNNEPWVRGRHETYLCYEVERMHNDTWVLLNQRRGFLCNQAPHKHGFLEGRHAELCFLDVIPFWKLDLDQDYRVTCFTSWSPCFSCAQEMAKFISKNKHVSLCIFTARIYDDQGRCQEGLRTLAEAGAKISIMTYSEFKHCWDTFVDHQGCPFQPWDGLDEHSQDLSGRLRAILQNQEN
A3A deaminase: APOBEC3A ssDNA deaminase inhibitors, primary screen, selectivity assay for APOBEC3G inhibitor project, biochemical, FAM/TAMRA oligo cleavage fluorescence. recombinant A3A, FAM/TAMRA ssDNA deamination fluorescence. 330,000 compounds, 0.41% hits. DNA dC->dU-editing enzyme APOBEC-3A (Homo sapiens), P31941. inhibition, % at 20 µM;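 active means at least 40% inhibition at 20 µM here, with at most 30% in a related deaminase screen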;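 further: plate controls were A3A with DMSO for no effect and wells lacking A3A enzyme for full effect; some results filed as inactive read as strong as hits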
An asterisk follows results filed as active; nt = not tested or not shown. Not all compounds are listed (hit frequency here may not be typical).

Structure,EBI2 antag,MPTP block,CXCR6 inh,A3G deaminase,A3A deaminase
COC(=O)C1C=C2c3cccc4[nH]cc(c34)CC2N(C)C1 (stereo unspecified),nt,nt,nt,8,6
Cc1ccc(N2C(=O)NC(=O)/C(=C\c3ccc([N+](=O)[O-])o3)C2=O)cc1,nt,nt,nt,74,81
CC(=O)Cc1c[nH]c2ccccc12,nt,nt,nt,-7,-5
COc1ccc(CNCCc2cccc(F)c2)c2ccccc12,nt,nt,nt,-2,-7
O=C(O)Cn1cc(/C=C2\C(=O)NC(=O)N(c3ccc(F)cc3)C2=O)c2ccccc21,nt,nt,nt,-1,-1
CC1=CC(=C2C(=O)NC(=S)NC2=O)C=C(C(F)(F)F)N1CCc1ccccc1,nt,nt,nt,-6,-3
O=C1/C(=C/c2cc3c(cc2Cl)OCO3)N2CCC1CC2,nt,nt,nt,-6,7
O=C1NC(=S)N(c2ccc(F)cc2)C(=O)/C1=C/c1ccco1,nt,nt,nt,90,95
COc1ccc(OCCOc2cccc(C=C3C(=O)NC(=O)NC3=O)c2)cc1,nt,nt,nt,-5,-1
CCOC(=O)c1cncn1[C@H](C)c1ccccc1,nt,nt,nt,-5,-2
CN1C(=O)C(Cc2ccc3c(c2)OCO3)C(=O)N(C)C1=O,nt,nt,nt,-1,-1
O=C(O)C(Cl)Cl,nt,nt,nt,-8,-3

Structure,EBI2 antag,MPTP block,CXCR6 inh,A3G deaminase,A3A deaminase
CN1C(=O)C(=Cc2ccc(N3CCOCC3)c([N+](=O)[O-])c2)C(=O)N(C)C1=O,nt,nt,nt,-6,8
COc1ccc2[nH]cc(C3=CCNCC3)c2c1,nt,nt,nt,-6,-7
Cc1ccc(-n2c(/C=C/c3ccc4c(c3)OCO4)nc3ccccc3c2=O)cc1,nt,nt,nt,-1,6
CN1C(=O)COc2c(C(=O)NC3CN4CCC3CC4)cc(Cl)cc21 (stereo unspecified),nt,nt,nt,-7,0
CCN1CCN(Cc2cc(C(C)(C)C)c(O)c(C(C)(C)C)c2)CC1,nt,nt,nt,3,6
Cc1cc(OCCN2CC2)c2ccccc2n1,nt,nt,nt,-3,-1
O=C1Nc2cc(C(=O)N3CCC4(CC3)OCCO4)ccc2NC1CSCc1cccc(F)c1 (stereo unspecified),nt,nt,nt,24,-4
c1cncc(C2CCCN2)c1 (stereo unspecified),nt,nt,nt,-8,-5
COC(=O)C[C@H]1CC[C@H]2NC[C@@H](O)COC[C@@H]2O1,-18,0.0,nt,nt,nt
CC[C@@H]1c2ccccc2[C@@H]2CC[C@H]1N2c1ccccc1,1,2.3,nt,nt,nt
C1CN(P2(N3CC3)=NP(N3CC3)(N3CC3)=NP(N3CC3)(N3CC3)=N2)CCO1 (stereo unspecified),-13,0.1,4,nt,nt
CS(=O)(=O)c1ccc(C2=C(CNC(=O)c3nccs3)[C@H]3CC[C@@H](C2)N3CCOc2ccccc2)cc1,0,-0.3,4,nt,nt

Structure,EBI2 antag,MPTP block,CXCR6 inh,A3G deaminase,A3A deaminase
CS(=O)(=O)c1ccc(C2=C(CNC(=O)c3cccs3)[C@H]3CC[C@@H](C2)N3Cc2ccco2)cc1,1,0.3,-4,nt,nt
CC1(CCCc2ccc(N(CCCl)CCCl)cc2)NC(=O)NC1=O (stereo unspecified),8,-0.5,-2,nt,nt
CN1CCN(C(=O)COc2ccc(S(=O)(=O)Nc3ccc(Cl)cc3)cc2)CC1,-3,-0.5,10,nt,nt
CCOC(=O)CC1c2ccccc2-n2nncc2CN1CC1CCCCC1 (stereo unspecified),29,1.5,10,nt,nt
COc1ccc(NC(=O)N2Cc3ccccc3-n3nncc3C2)cc1,0,-1.7,-1,nt,nt
CCC(C)(O)C(=O)OC1C(=O)OC2CC3C(C)=CC(O)C(O)C3(C)C3C4(O)OCC23C1C(C)C4O (stereo unspecified),1,0.0,-4,nt,nt
Brc1ccc2c(c1)CN(CC1CCCCC1)Cc1cnnn1-2,7,-0.6,3,nt,nt
CC(C)(C)n1nnnc1C(c1ccnc2ccccc12)N1CCC2(CC1)C(=O)NCN2c1ccccc1 (stereo unspecified),24,-0.8,5,nt,nt
C[C@@H]1CN([C@H](C)CO)C(=O)CCCn2nncc2CO[C@H]1CN(C)C(=O)Oc1ccccc1,0,-1.2,0,nt,nt
CC(C)(C)n1nnnc1C(CCc1ccccc1)N1CCC(n2c(=O)[nH]c3ccccc32)CC1 (stereo unspecified),22,-1.0,11,nt,nt
O=C(NC1CCCCC1)N1Cc2cc(N3CCCCC3)ccc2-n2nncc2C1,-21,-3.1,-7,nt,nt
Clc1cccc(Cl)c1NC1=NCCS1,-3,-2.3,-3,nt,nt

Structure,EBI2 antag,MPTP block,CXCR6 inh,A3G deaminase,A3A deaminase
C=CCN1Cc2ccccc2-n2nncc2C1,-4,-0.7,-1,nt,nt
CCOC(=O)[C@]12Cc3ccc4ccccc4c3[C@H]1N(Cc1ccccc1)C(=O)c1ccccc12,12,-0.3,8,nt,nt
CC(C)C[C@@H]1COc2cc(N3CCN(C)CC3)ccc2S(=O)(=O)N1,-4,0.9,3,nt,nt
CC(C)c1ccc(C(c2c(O)c3ccccc3oc2=O)c2c(O)c3ccccc3oc2=O)cc1,-1,78*,3,nt,nt
C=CCNC(=S)N1Cc2ccccc2-n2nncc2C1,-1,-0.6,9,nt,nt
O=C1NCN(c2ccccc2)C12CCN(C(c1cc3ccccc3o1)c1nnnn1C1CCCCC1)CC2 (stereo unspecified),-15,5.0,-4,nt,nt
CC(=O)Nc1ccc(S(=O)(=O)N2Cc3ccccc3-n3nncc3C2)cc1,2,-3.1,7,nt,nt
CC(C)C(O)(C(=O)OCC1=CCN2CCC(O)C12)C(C)O (stereo unspecified),1,0.3,7,nt,nt
CCCCCN1C(=O)c2cc(OC)ccc2[C@@]2(C(=O)OCC)Cc3cc(OC)ccc3[C@@H]12,32,-2.4,8,nt,nt
CCC1(CCC(C)C)C(=O)NC(=O)N(c2ccccc2)C1=O (stereo unspecified),-1,0.7,1,nt,nt
Cc1ccc(S(=O)(=O)Oc2ccccc2C=C2C(=O)NC(=O)NC2=O)cc1,5,-0.9,8,nt,nt
CSCCC(c1nnnn1C1CCCC1)N1CCC(n2c(=O)[nH]c3ccccc32)CC1 (stereo unspecified),9,0.6,2,nt,nt

Compound profiles, from the list above. Order of screens: EBI2 antag	MPTP block	CXCR6 inh	A3G deaminase	A3A deaminase
COc1ccc2[nH]cc(C3=CCNCC3)c2c1 as listed: nt	nt	nt	-6	-7
C[C@@H]1CN([C@H](C)CO)C(=O)CCCn2nncc2CO[C@H]1CN(C)C(=O)Oc1ccccc1 as listed: 0	-1.2	0	nt	nt
O=C1Nc2cc(C(=O)N3CCC4(CC3)OCCO4)ccc2NC1CSCc1cccc(F)c1 (stereo unspecified) as listed: nt	nt	nt	24	-4
c1cncc(C2CCCN2)c1 (stereo unspecified) as listed: nt	nt	nt	-8	-5
CN1C(=O)COc2c(C(=O)NC3CN4CCC3CC4)cc(Cl)cc21 (stereo unspecified) as listed: nt	nt	nt	-7	0

Back to the main list, starting 2 compounds before the break.
Structure,EBI2 antag,MPTP block,CXCR6 inh,A3G deaminase,A3A deaminase
Cc1ccc(S(=O)(=O)Oc2ccccc2C=C2C(=O)NC(=O)NC2=O)cc1,5,-0.9,8,nt,nt
CSCCC(c1nnnn1C1CCCC1)N1CCC(n2c(=O)[nH]c3ccccc32)CC1 (stereo unspecified),9,0.6,2,nt,nt
O=C1C2CCN(CC2)C1(CO)CO,4,-0.5,6,nt,nt
O=C1NC(=O)C(=Cc2ccc(Cl)cc2)C(=O)N1,-2,-1.8,6,nt,nt
CC(=O)NCC1=C(c2cccc3ccccc23)C[C@@H]2CC[C@H]1N2Cc1ccco1,5,-1.1,3,nt,nt
Cc1cccc(C)c1-n1nnnc1C(c1ccccc1)N1CCC2(CC1)C(=O)NCN2c1ccccc1 (stereo unspecified),-10,2.2,1,nt,nt
CCOC(=O)CNC(=O)N1Cc2cc(N3CCOCC3)ccc2-n2nncc2C1,-8,-0.7,-3,nt,nt
COc1ccc(-n2nnnc2C(c2ccnc3ccccc23)N2CCC(n3c(=O)[nH]c4ccccc43)CC2)cc1 (stereo unspecified),26,1.2,7,nt,nt
N#Cc1ccc(NC(=S)N2Cc3ccccc3-n3nncc3C2)cc1,-1,-1.5,-5,nt,nt
CN1OC[C@@H]2CN[C@H](c3ccc(Br)cc3)C[C@@H]21,-9,-3.0,6,nt,nt
N#CC1c2ccccc2-n2nncc2CN1C(=O)c1ccccc1F (stereo unspecified),-13,-0.1,-6,nt,nt
Cc1ccc(CN2Cc3ccc(Br)cc3-n3nncc3C2)cc1,4,-1.1,-6,nt,nt
Cc1ccc(-n2c(=S)[nH]c3ccc(C)cc3c2=O)cc1,-2,-3.2,0,nt,nt
Fc1cccc(-c2ccc3c(c2)CN(c2cccc(Cl)c2)Cc2cnnn2-3)c1,19,2.6,7,nt,nt

A few values from the results shown.
CCOC(=O)CNC(=O)N1Cc2cc(N3CCOCC3)ccc2-n2nncc2C1 | EBI2 antag: -8
N#Cc1ccc(NC(=S)N2Cc3ccccc3-n3nncc3C2)cc1 | MPTP block: -1.5
CN1OC[C@@H]2CN[C@H](c3ccc(Br)cc3)C[C@@H]21 | CXCR6 inh: 6
Cc1cccc(C)c1-n1nnnc1C(c1ccccc1)N1CCC2(CC1)C(=O)NCN2c1ccccc1 (stereo unspecified) | MPTP block: 2.2
O=C1C2CCN(CC2)C1(CO)CO | MPTP block: -0.5
O=C1NC(=O)C(=Cc2ccc(Cl)cc2)C(=O)N1 | CXCR6 inh: 6
N#CC1c2ccccc2-n2nncc2CN1C(=O)c1ccccc1F (stereo unspecified) | MPTP block: -0.1

Going on with the list:
Structure,EBI2 antag,MPTP block,CXCR6 inh,A3G deaminase,A3A deaminase
O=C(NCC1=C(c2cccc3ccccc23)C[C@@H]2CC[C@H]1N2Cc1ccco1)c1ccc([N+](=O)[O-])cc1,19,-0.5,8,nt,nt
CCOC(=O)[C@]12Cc3cc(Cl)ccc3[C@H]1N(C)C(=O)c1ccccc12,1,-0.4,9,nt,nt
CCC(c1nnnn1C1CCCC1)N1CCC2(CC1)C(=O)NCN2c1ccccc1 (stereo unspecified),0,0.5,7,nt,nt
S=C(NCCc1ccccc1)N1Cc2cc(N3CCOCC3)ccc2-n2nncc2C1,19,-0.6,3,nt,nt
O=[N+]([O-])c1nccn1CC(O)CN1CC1 (stereo unspecified),-2,-1.8,3,nt,nt
O=c1[nH]c2ccccc2n1C1CCN(C(c2cccs2)c2nnnn2Cc2ccccc2)CC1 (stereo unspecified),-28,-2.9,-3,nt,nt
COc1cccc(C2CCN(C)C2)c1 (stereo unspecified),-3,-0.5,-1,nt,nt
COc1ccc(-n2nnnc2C(C2CC2)N2CCC3(CC2)C(=O)NCN3c2ccccc2)cc1 (stereo unspecified),8,-0.7,13,nt,nt
CCC1(c2ccc(C)cc2)C(=O)NC(=S)NC1=O,-11,-0.7,7,nt,nt
Nc1cccc(SC2CC(=O)N(c3ccc(Cl)cc3C(=O)c3ccccc3)C2=O)c1 (stereo unspecified),7,1.0,-4,nt,nt
COc1ccc(C(CC(=O)c2ccc3c(c2)OCO3)c2c(O)c3ccccc3oc2=O)cc1OC (stereo unspecified),-9,-1.6,-2,nt,nt
COc1ccc(-n2nnnc2C(CCc2ccccc2)N2CCC(n3c(=O)[nH]c4ccccc43)CC2)cc1 (stereo unspecified),-3,-0.6,6,nt,nt

Reformatted: entries from further up.
Values run as follows: EBI2 antag	MPTP block	CXCR6 inh	A3G deaminase	A3A deaminase
- CCC1(c2ccc(C)cc2)C(=O)NC(=S)NC1=O
 : -11	-0.7	7	nt	nt
- Nc1cccc(SC2CC(=O)N(c3ccc(Cl)cc3C(=O)c3ccccc3)C2=O)c1 (stereo unspecified)
 : 7	1.0	-4	nt	nt

The listing continues:
Structure,EBI2 antag,MPTP block,CXCR6 inh,A3G deaminase,A3A deaminase
COc1ccc(-n2nnnc2C(c2ccccc2OC(F)(F)F)N2CCC3(CC2)C(=O)NCN3c2ccccc2)cc1 (stereo unspecified),7,4.6,2,nt,nt
CC(=O)OC1C(O)C2=C3C4(C)C1C(C)(C)C(=O)CC4C3(O)C(OC(C)=O)C1(CC1C)C2=O (stereo unspecified),-4,-0.9,9,nt,nt
COc1ccc(C(c2nnnn2C2CCCCC2)N2CCC3(CC2)C(=O)NCN3c2ccccc2)cc1 (stereo unspecified),-1,1.0,4,nt,nt
CCC(c1nnnn1-c1ccc2c(c1)OCCO2)N1CCC(n2c(=O)[nH]c3ccccc32)CC1 (stereo unspecified),-30,-1.7,-1,nt,nt
CC1CC2CC(=O)CCC2(C)C2CCC3(C)C(O)CCC3C12 (stereo unspecified),6,0.5,-7,nt,nt
